From PubChem BioAssay
NCI-60 one-dose screen, 48 h, at 10 µM unless noted. Numbers give growth in % (100 = growth as untreated, 0 = no growth, -100 = all killed).
KM12: KM12 colon cancer cells | 5% of 82,000 active | AID 1794800
SW-620: SW-620 colon cancer; 5.2% of 82,000 active
HT29: HT29 colon cancer | 7.4% of 81,000 active | AID 1794748
HCT-116: HCT-116 colon cancer. 7.3% of 82,000 active
COLO 205: COLO 205 colon cancer | AID 1794742 | 7.3% of 79,000 active
A498: A498 renal cancer cells. 5.4% of 76,000 active. AID 1794774
SNB-75: SNB-75 CNS cancer; 5% of 79,000 active
HCC-2998: HCC-2998 colon cancer; AID 1794799; 4.7% of 79,000 active
HCT-15: HCT-15 colon cancer; 5.2% of 82,000 active; AID 1794746
* hit, by the source's call; / = not tested or not shown; & = joins results of further samples. The calls were made as follows: active = growth percent below 10; inactive = the rest.

SMILES	KM12	SW-620	HT29	HCT-116	COLO 205	A498	SNB-75	HCC-2998	HCT-15
CSCC[C@H](CO)NC(=O)CCC[C@@H](C)[C@H]1CC[C@H]2[C@@H]3CC[C@@H]4CNCCC[C@]4(C)[C@H]3CC[C@]12C	83	77	35	41	89	97	116	91	75
CN(C)c1ccc(C(=N)Cc2ccc3ccccc3n2)cc1	83	102	93	93	91	92	99	99	96
Cc1ccc(/C=C2\C(=O)N(C)c3ccc(-c4ccc(C(C)(C)C)cc4)cc32)s1	98	97	111	95	111	94	/	102	94
O=C1c2ccccc2Cc2cc(O)ccc21	101	111	94	100	/	66	88	98	102
CCCCCCOCCOCCCN1C(=O)C2C3C=CC(C3)C2(Cl)C1=O (configuration not stated)	98	106	104	91	107	97	94	101	106
CN(C)c1ncnc2c1C(c1ccccc1)C(C)(C)O2 (configuration not stated)	104	100	103	98	124	/	91	110	107
N#Cc1ccccc1C#Cc1ccccc1C#Cc1ccc(OCCCCCCOc2ccc(C#Cc3ccccc3C#Cc3ccccc3C#N)cc2)cc1	105	97	111	92	119	113	106	107	123
Cc1cccc(OC(=O)Oc2cccc(C)c2)c1	108	96	124	100	98	104	92	121	103
Cc1oc2c(C)c3oc(=O)cc(C)c3cc2c1CCl	90	77	/	71	84	62	/	99	92
O=C(N/N=C/C[C@@H]1[C@@H](/C=C/[C@@H](O)COc2ccccc2)[C@H](O)C[C@@H]1O)c1ccncc1	110	98	73	100	115	90	102	107	110
Cc1cc(O)c(/C=N/C(=S)Nc2cccc(C)c2C)c(=O)o1	101	98	104	99	97	62	84	105	108
CCCC(O)C(CC)NC(Cc1ccccc1)c1ccccc1 (configuration not stated)	102	92	86	82	101	58	92	92	100
Cc1cc2cc(C3C(C(N)=O)=C(N)Oc4n[nH]c(C)c43)c(Cl)nc2cc1C (configuration not stated)	101	109	99	89	107	/	97	100	102
Cc1cc(O)cc(O)c1	105	107	98	102	114	107	81	109	101
CCOC(=O)C(C#N)C(C#N)c1ccc(OC)c(OC)c1 (configuration not stated)	105	100	104	94	111	104	101	110	115
CCN1CCN(C(=S)SCc2cc(=O)oc3ccc(C)cc23)CC1	99	105	103	96	120	85	81	107	98
Nc1cc2c(cc1N)-c1cc(N)c(N)cc1C2	101	102	107	104	116	63	80	105	97
CC(C)c1cc(CN2CCCCC2)c(O)c(CN2CCCCC2)c1	101	104	94	85	112	116	97	108	108
CCc1cccc(C2=NS(=O)(=O)c3ccccc32)c1	102	98	103	98	110	87	95	105	103
c1ccc(N=Nc2sc(N3N=C(c4cc5ccccc5o4)CC3c3c[nH]c4ccccc34)nc2-c2ccccc2)cc1 (configuration not stated)	92	99	94	84	120	122	72	111	94
COc1cc(C2=C(c3c[nH]c4ccccc34)C(=O)N(CCN3CCOCC3)C2=O)cc(OC)c1OC	62	76	76	97	95	90	84	101	62
Cn1cc(-c2cc(N)n3nc(-c4c[nH]c5ccccc45)cc3n2)c2cccnc21	1.9*	-54*	-38*	-77*	40	129	/	-32*	-10*
CC1=N/C(=C\c2ccccc2)C(=O)N1CCc1ccc(S(N)(=O)=O)cc1	104	113	112	99	118	102	106	110	104
Cc1ccc(N2C(=O)CSC2c2ccc(OCC(=O)c3ccccc3)cc2)cc1 (configuration not stated)	99	107	104	96	112	/	92	106	101
CCN(CC)c1ccc(C=NCc2ccco2)c(O)c1	97	108	93	96	121	105	109	109	99
Next results follow:
SMILES	KM12	SW-620	HT29	HCT-116	COLO 205	A498	SNB-75	HCC-2998	HCT-15
CCCCOC(=S)Nc1ccc(S(=O)(=O)Nc2ccc(Cl)nn2)cc1	97	103	124	104	122	99	84	113	96
CCOC(=O)c1c2c(n(-c3ccccc3)c1-c1ccccc1)C=CCC2	84	99	84	82	100	91	79	104	89
O=C1C(c2ccccc2)=C(c2ccccc2)C(c2ccccc2)C1c1ccccc1 (configuration not stated)	62	80	50	49	80	81	76	49	73
CC1(C)CNC(=O)N1	104	102	95	92	101	95	94	96	99
COc1cc(NC(C)CCCN2C(=O)c3ccccc3C2=O)c2nccc(C)c2c1OC (configuration not stated)	97	93	107	88	131	93	102	113	102
CC1(O)CCCCCC1	106	100	110	99	107	75	86	99	102
Cc1c(N)ccc(-c2ccc(N)c(C)c2S(=O)(=O)O)c1S(=O)(=O)O	116	109	111	101	111	100	101	102	111
O=C1CCCN1CCc1cccc2ccccc12	111	105	98	102	109	90	84	100	102
CC1=NN(C(=O)CSc2nnc3sc4ccccc4n23)C(=O)C1	106	101	105	115	101	98	99	109	107
CCOC(=O)C1=NN(c2ccccc2)C(=O)C1	108&103	110&101	87&79	102&93	99&98	93&109	110&99	96&117	109&96
CC1=NN(c2cccc(Cl)c2)C(=O)/C1=C\c1cccn1S(=O)(=O)c1ccc(C)cc1	76	86	81	63	98	75	99	87	67
Cn1c2c(c3cccc(Cl)c31)C(C#N)C1(CCOCC1)NC2=O (configuration not stated)	98	100	100	87	96	89	90	86	100
O=C(Cc1ccc(NS(=O)(=O)c2ccccc2)cc1)N1CCN(c2ccc(Cl)c(Cl)c2)CC1	85	87	83	72	92	71	77	96	80
O=C(COc1cccc2cccnc12)Nc1ccc(C(=O)/C=C/c2cccs2)cc1	98	100	99	73	112	/	81	105	88
C/C(=N\Nc1ccc(S(N)(=O)=O)cc1)c1cnn(-c2cc(=O)[nH]c3ccccc23)c1C	98	101	100	101	110	95	90	100	98
COc1cc2oc(-c3cccc(C(=O)Nc4ccc(Cl)cc4)c3)cc(=O)c2c(OCC(=O)NCC(=O)O)c1OC	44	85	101	59	85	93	129	110	76
O=C(Nc1ccc(Nc2cc(-c3ccccc3)ncn2)cc1)Nc1cc(C(F)(F)F)ccc1F	20	93	35	43	41	77	46	60	40
Cc1ccc(S(=O)(=O)OCCCOS(=O)(=O)c2ccc(C)cc2)cc1	99	103	102	94	110	106	100	100	106
Cc1ccc(/C=C2\SC(=S)N(c3ccc(F)cc3)C2=O)o1	78	93	71	64	92	112	25	118	88
CC1(C)C=C(O)C=C(O)C1	113	107	107	108	125	107	100	104	113
COc1ccc2[nH]c(O)c(N=NC(=O)COc3ccc(NC(=O)Nc4ccccc4)cc3)c2c1	-46*	38	52	29	54	72	32	35	108
Cc1cc(=O)n2c(C(=O)N/N=C/c3ccc(N4CCN(C)CC4)cc3)nn(-c3ccc(S(N)(=O)=O)cc3)c2n1	97	93	102	96	116	75	91	90	104
CCN(CC)CCC(Br)(C#N)c1ccccc1 (configuration not stated)	107	101	102	103	109	97	92	107	106
COc1ccc(C(=O)NN2CC(C)OC(C)C2)cc1OC1CCCC1 (configuration not stated)	106	105	113	92	/	/	91	126	112
N#Cc1c(-c2ccccc2)c(C#N)c2c(C#N)c(N)nn2c1N	24	25	8.6*	24	29	-8.0*	52	61	24

An excerpt of these results, with values under each structure.
Values in the order: KM12, SW-620, HT29, HCT-116, COLO 205, A498, SNB-75, HCC-2998, HCT-15
> CCOC(=O)C1=NN(c2ccccc2)C(=O)C1
 : 108&103, 110&101, 87&79, 102&93, 99&98, 93&109, 110&99, 96&117, 109&96
> CC1(C)C=C(O)C=C(O)C1
 : 113, 107, 107, 108, 125, 107, 100, 104, 113
> Cc1cc(=O)n2c(C(=O)N/N=C/c3ccc(N4CCN(C)CC4)cc3)nn(-c3ccc(S(N)(=O)=O)cc3)c2n1
 : 97, 93, 102, 96, 116, 75, 91, 90, 104

The list goes on.
SMILES	KM12	SW-620	HT29	HCT-116	COLO 205	A498	SNB-75	HCC-2998	HCT-15
O=C(c1ccc(Cl)cc1)C1[C@H](c2ccccc2Cl)[C@@H](c2ccccc2)NC12C(=O)Nc1ccc(Br)cc12 (some centres not stated)	-52*	-84*	-82*	-99*	-83*	-48*	-29*	-94*	-84*
Cc1ccccc1-n1nnc(C(=O)Nc2ccc3cc(CN(C)C)ccc3n2)c1C	98	99	56	74	93	103	97	118	74
Cc1ccc(C(F)(F)F)cc1N1CCN(C(=O)[C@@H]2C[C@@H]2c2cccc(S(F)(F)(F)(F)F)c2)CC1	70	93	47	58	83	71	107	89	63
CN(C)C(=O)c1cccc(NC(=O)Oc2ccccc2)c1	100	108	104	101	104	101	88	106	93
COc1cc(C2NC(=O)NC(C)=C2C(=O)OC(C)C)cc(OC)c1OC (configuration not stated)	102	104	106	97	114	94	109	106	103
CCCCCCCCCCCCCC/C(=N\OCc1ccccc1)C(=O)O	101	102	95	87	100	110	99	110	112
C/C(=N\O)C(c1ccccc1)c1ccccc1	96	97	95	112	112	108	94	101	101
O=c1c2cc(F)ccc2sc2c(Nc3ccncc3)nc3ccccc3c12	1.2*	-75*	-58*	-49*	/	64	56	76	-71*
O=c1[nH]c(=O)n(Cc2ccc(F)cc2)c(=O)n1Cc1ccc(F)cc1	102	105	122	101	102	97	75	105	100
CCCCN=C(N)N	102	115	107	118	121	97	108	104	107
COc1ccc(/C=C(/C(=O)c2ccc(Cl)cc2)C(=O)C(F)(F)F)cc1	92	101	82	101	110	82	112	93	99
Cc1ccc(C(Cl)(c2ccc(C)cc2)c2ccc(C)cc2)cc1	108	91	94	94	114	106	100	101	97
CC(CCN1CCN(CCC(C)CC(C)(C)C)C1CC(C)CC(C)(C)C)CC(C)(C)C (configuration not stated)	91	89	39	61	86	112	81	78	87
CCOC(=O)C[n+]1cc2ccccc2cn1	96	104	108	94	98	120	85	119	/
COc1ccc(/C(N)=N/C(N)=N/c2nc3ccccc3s2)cc1	-12*	65	104	80	103	65	23	92	63
Nc1nc(SC/C=C/CCl)c2ncn(C/C=C/CCl)c2n1	87&108	63&88	61&100	78&103	77&97	71	92&86	80&93	101&125
O=C1/C(=C\c2cccc([N+](=O)[O-])c2)Sc2ccc(Cl)cc21	102	98	103	54	106	/	89	137	94
CNc1nc(Nc2ccc(OC)cc2)ncc1C(N)=O	70	114	91	106	97	122	103	101	25
Cc1csc2ccc(Cl)cc12	111	102	102	106	105	119	70	109	96

Four records picked at random from the list so far, as already listed:
SMILES	KM12	SW-620	HT29	HCT-116	COLO 205	A498	SNB-75	HCC-2998	HCT-15
O=C(c1ccc(Cl)cc1)C1[C@H](c2ccccc2Cl)[C@@H](c2ccccc2)NC12C(=O)Nc1ccc(Br)cc12 (some centres not stated)	-52*	-84*	-82*	-99*	-83*	-48*	-29*	-94*	-84*
Cc1ccc(C(Cl)(c2ccc(C)cc2)c2ccc(C)cc2)cc1	108	91	94	94	114	106	100	101	97
O=C1/C(=C\c2cccc([N+](=O)[O-])c2)Sc2ccc(Cl)cc21	102	98	103	54	106	/	89	137	94
Cc1ccccc1-n1nnc(C(=O)Nc2ccc3cc(CN(C)C)ccc3n2)c1C	98	99	56	74	93	103	97	118	74

Gathered by group: the compounds so far with two or more sulfur atoms
SMILES	KM12	SW-620	HT29	HCT-116	COLO 205	A498	SNB-75	HCC-2998	HCT-15
CCN1CCN(C(=S)SCc2cc(=O)oc3ccc(C)cc23)CC1	99	105	103	96	120	85	81	107	98
CCCCOC(=S)Nc1ccc(S(=O)(=O)Nc2ccc(Cl)nn2)cc1	97	103	124	104	122	99	84	113	96
Cc1c(N)ccc(-c2ccc(N)c(C)c2S(=O)(=O)O)c1S(=O)(=O)O	116	109	111	101	111	100	101	102	111
CC1=NN(C(=O)CSc2nnc3sc4ccccc4n23)C(=O)C1	106	101	105	115	101	98	99	109	107
Cc1ccc(S(=O)(=O)OCCCOS(=O)(=O)c2ccc(C)cc2)cc1	99	103	102	94	110	106	100	100	106
Cc1ccc(/C=C2\SC(=S)N(c3ccc(F)cc3)C2=O)o1	78	93	71	64	92	112	25	118	88
